Fam108B counter: counter-screen for RBBP9 inhibitors: inhibitors of mouse Fam108B; recombinant Fam108B, FP-Rh probe fluorescence polarization; inhibition, % at 9.51 µM; 0.33% of 300,000 active;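 active means inhibition above the screen mean inhibition plus 3 SD, computed separately per campaign, cut at about 18% in these data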;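 further: inhibitors lower polarization as less probe binds the enzyme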
PME-1 primary: PME-1 (human) inhibition; Q9Y570; recombinant PME-1, FP-Rh probe fluorescence polarization; inhibition, % at 5.9 µM; 0.53% of 320,000 active; AID 2130;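 active means inhibition above the campaign mean of all compounds plus 3 SD, cut at about 26% in these data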;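 further: competitive labeling of PME-1 active site by serine hydrolase directed probe; 0% = PME-1 with DMSO and 100% = wells lacking PME-1 enzyme; inhibitors block probe labeling so polarization falls and inhibition rises; many of its hits are not listed in these tables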
MCL1-BIM inh: disrupts human MCL1 binding to BIM-BH3 peptide. AID 2057. inhibition, % at 10.9 µM. GST-MCL1 / FITC-Bim-BH3 fluorescence polarization. 0.68% of 320,000 active. Q07820;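 active means inhibition above the mean inhibition of all tested compounds plus 3 SD, set per campaign, cut at about 40% in these data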;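 further: 0% = DMSO wells and 100% = unlabeled Bim-BH3 peptide control; higher means more loss of mP so more displacement of Bim peptide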
TPT1 inhibitor: blocks Candida albicans tRNA 2'-phosphotransferase; 0.81% of 300,000 active; recombinant caTPT1, FP RNA substrate dephosphorylation; inhibition, % at 5 µM; AID 1962;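 active means inhibition above the mean of all tested compounds plus 3 SD, set per screening campaign, cut at about 24% in these data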;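 further: plate controls were DMSO alone for no effect and ferristatin control at 100 nM for full effect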
GLD-1 RNA inh: GLD-1-TGE RNA interaction inhibition (C. elegans). Q17339. inhibition, % at 5.96 µM. purified GLD-1 + fluorescein TGE RNA, fluorescence polarization. 0.44% of 320,000 active. AID 2280;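 active means percent inhibition above a per-plate cutoff, the plate mean of test compounds plus 3 SD, cut at about 30% in these data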;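 further: 0% = DMSO wells with GLD-1 and probe and 100% = wells lacking GLD-1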
PAD4 inh: blocks human protein arginine deiminase 4 | recombinant PAD4, RCA probe fluorescence polarization | Q9UM07 | AID 485272 | inhibition, % at 6.36 µM | 0.41% of 330,000 active;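 active means percent inhibition above a cutoff equal to the mean of all tested compounds plus 3 SD, cut at about 15% in these data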;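 further: 0% = PAD4 with RCA probe and DMSO and 100% = probe without PAD4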
Target sequence (Q9UM07 whole entry, looked up): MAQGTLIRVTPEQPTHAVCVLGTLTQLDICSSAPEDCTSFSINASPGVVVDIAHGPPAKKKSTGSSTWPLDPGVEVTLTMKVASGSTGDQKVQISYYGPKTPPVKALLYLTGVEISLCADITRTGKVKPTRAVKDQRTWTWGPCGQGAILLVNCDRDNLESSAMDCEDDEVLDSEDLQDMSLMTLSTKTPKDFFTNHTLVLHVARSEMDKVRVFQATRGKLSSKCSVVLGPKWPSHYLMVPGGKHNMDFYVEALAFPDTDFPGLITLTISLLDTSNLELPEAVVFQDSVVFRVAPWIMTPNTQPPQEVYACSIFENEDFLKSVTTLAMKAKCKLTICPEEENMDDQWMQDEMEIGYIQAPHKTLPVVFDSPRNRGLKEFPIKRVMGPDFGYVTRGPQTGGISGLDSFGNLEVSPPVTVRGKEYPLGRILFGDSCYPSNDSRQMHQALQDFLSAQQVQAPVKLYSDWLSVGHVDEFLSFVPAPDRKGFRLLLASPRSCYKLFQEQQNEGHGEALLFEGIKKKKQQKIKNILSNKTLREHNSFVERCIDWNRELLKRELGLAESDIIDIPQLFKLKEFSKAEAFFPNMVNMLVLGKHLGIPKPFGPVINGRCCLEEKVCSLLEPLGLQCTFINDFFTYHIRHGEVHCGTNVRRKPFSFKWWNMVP
GSTO1 counter: counter-screen for RBBP9 inhibitors: inhibitors of human GSTO1; P78417; recombinant GSTO1, activity-based probe fluorescence polarization; inhibition, % at 5.96 µM; 1.1% of 300,000 active; AID 1974;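 active means inhibition above the campaign mean inhibition plus 3 SD, cut at about 35% in these data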;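 further: 0% = GSTO1-1 with DMSO and 100% = wells lacking GSTO1-1 enzyme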
Target sequence (P78417 whole entry, looked up): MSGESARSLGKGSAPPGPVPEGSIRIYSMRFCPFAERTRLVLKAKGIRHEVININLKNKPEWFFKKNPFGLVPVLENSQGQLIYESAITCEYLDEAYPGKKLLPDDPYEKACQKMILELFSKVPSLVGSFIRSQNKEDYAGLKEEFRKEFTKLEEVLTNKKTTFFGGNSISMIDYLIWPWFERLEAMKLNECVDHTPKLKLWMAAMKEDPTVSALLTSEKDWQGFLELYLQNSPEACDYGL
MEX-5 binding: C. elegans MEX-5 TCR-2 RNA binding activity; Q9XUB2; MEX-5/FITC-TCR2 RNA binding, fluorescence polarization; active compounds read low; activity score (negative = inhibition of binding), % at 10 µM; 0.38% of 300,000 active; AID 1832;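 active means inhibition past about -25% in most replicates, and total fluorescence under double the plate's negative control median, limit read from the data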;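 further: 0% = DMSO and -100% = 5 µM competing unlabeled TCR2 RNA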
Bcl-xL primary: inhibitors of human Bcl-xL; 0.7% of 320,000 active; GST-Bcl-xL / FITC-Bim BH3 peptide fluorescence polarization; AID 2129; inhibition, % at 10.9 µM;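 active means inhibition above the mean of all tested compounds plus 3 SD, cutoff set per campaign, cut at about 30% in these data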;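 further: 0% = DMSO wells and 100% = unlabeled Bim-BH3 peptide competitor; inhibitors lower millipolarization by displacing the labeled peptide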
* hit, by the source's call; / = no result given.

Values in the order – Fam108B counter	PME-1 primary	MCL1-BIM inh	TPT1 inhibitor	GLD-1 RNA inh	PAD4 inh	GSTO1 counter	MEX-5 binding	Bcl-xL primary
C=CCn1c(SCC(=O)NC2CCCC2)nnc1-c1ccccn1
  0.7	-3.8	8.2	-2.6	5.7	-3.4	2.1	-2.3	3.8
O=C(O)c1ccc(NCc2nc3ccccc3n2CCOc2ccccc2Cl)cc1
  0.1	1.3	-3.4	-3.1	-1.9	-0.7	2.9	1.1	5.7
COc1cc(OC)c(NC(=S)Nc2cc(Cl)cc(Cl)c2)cc1Cl
  21.3*	9.1	5.5	-2.9	9.4	-1.1	-8.9	6.3	6.6
COCCN=c1scc(-c2cccs2)n1/N=C/c1ccc(O)c(O)c1O
  -1.9	8.7	48.6*	1.8	2.5	-2.0	16.8	-1.5	13.5
Cc1ccsc1/C=N/N1CCN(C2c3ccccc3-c3ccccc32)CC1
  6.0	-2.9	-6.0	0.3	-0.8	-3.4	0.4	1.7	5.8
Cc1ccc(Cl)c(OCC(=O)N(C)CC(=O)Nc2ccc(N3CCOCC3)cc2)c1
  -2.4	4.8	-0.3	4.3	6.6	0.3	0.3	1.6	0.1
Nc1nc(SCC(=O)c2cccs2)n[nH]1
  2.5	-1.3	0.6	0.2	10.9	-2.0	7.1	1.2	0.4
O=C1c2ccccc2NC2(CCCC2)N1N=C1CCCC1
  -0.1	2.2	1.5	0.7	0.8	-4.2	1.6	-2.7	2.3
Cn1c(COc2ccc(Cl)cc2)nnc1SCC(=O)NC1CCCCC1
  -3.4	6.2	0.5	-0.3	-3.2	-5.0	-4.9	1.1	0.3
Cc1ccc(SCCSc2ncccn2)cc1
  -0.3	6.1	8.7	-0.1	4.7	-3.7	-0.5	-1.6	4.6
CC(C)C1Nc2ccc(S(=O)(=O)N3CCOCC3)cc2NC1=O (stereo not drawn)
  -0.4	4.5	1.3	-4.7	-0.3	-4.7	-3.1	-1.2	6.5
CC(=O)Oc1cc(C)cc2oc(=O)cc(-c3ccccc3)c12
  -3.7	2.9	4.7	-1.3	0.2	0.7	-1.2	-0.1	1.3
CC(/C=C/C(=O)c1ccc(C)cc1)=C\c1ccccc1
  -1.5	-1.8	6.2	-4.7	-0.5	-0.3	9.3	0.5	2.8
COc1ccc(NC(=O)C(NS(=O)(=O)c2ccc3c(c2)CCCN3C(C)=O)C(C)C)c(OC)c1 (stereo not drawn)
  2.1	-1.9	0.1	-2.6	0.1	1.2	15.2	-3.3	8.1
CCCCn1c(N)c(N(CC(C)C)C(=O)c2cccc(S(=O)(=O)N3CCN(C)CC3)c2)c(=O)[nH]c1=O
  -0.6	1.2	2.4	-2.3	-1.5	-0.8	0.1	1.1	4.3
S=C(Nc1ccc2nsnc2c1)N1CCCCC1
  6.6	-10.6	7.7	-9.3	27.3	-10.2	27.6	/	8.9
COc1cc(C(=O)NCCN2C(=O)S/C(=C\c3ccc(F)cc3)C2=O)ccc1OCC(=O)N1CCOCC1
  -2.5	-5.8	2.3	-5.5	-0.8	5.7	3.7	-0.4	-1.1
CC(OC(=O)CCCN=C1NS(=O)(=O)c2ccccc21)C(=O)NC1CCCCC1C (stereo not drawn)
  -4.0	1.7	-19.1	-1.8	1.4	3.8	2.0	-1.2	-0.7
O=C(CN1C(=O)CCS(=O)(=O)c2ccccc21)NCCc1ccccc1
  -2.8	2.5	-6.1	-0.4	5.5	0.1	5.0	0.7	-1.1
COc1ccc(C(=O)Nc2ccccc2)cc1S(=O)(=O)Nc1cc(C)on1
  1.5	-5.0	9.3	-0.4	-0.6	-2.2	1.8	0.8	5.2
Cc1ccc(S(=O)(=O)NCCOCCNS(=O)(=O)c2ccc(C)cc2)cc1
  -0.9	-3.6	5.2	-1.7	-0.6	-0.9	11.9	-1.1	5.2
O=C(NCCC(=O)N(Cc1ccco1)Cc1cccs1)c1ccc(Br)cc1
  /	6.5	0.6	/	0.9	-4.0	/	/	4.7
CCOc1cc(/C=N/n2cnnc2)ccc1OS(=O)(=O)c1ccccc1
  2.4	3.0	-0.3	-1.5	1.1	1.7	-13.7	2.8	3.6
CCN(CC)S(=O)(=O)c1ccc2c(c1)CC(C(=O)N1CCCC1)N2C(C)=O (stereo not drawn)
  5.4	-3.8	7.2	-1.3	-0.7	-3.9	7.7	1.4	3.3
O=C(CCc1nc2ccccc2c(=O)[nH]1)N1CCN(S(=O)(=O)c2ccc(F)cc2)CC1
  /	7.6	-9.5	/	8.3	-0.6	/	/	-10.2
COc1ccc(S(=O)(=O)Nc2ccc(NC(C)=O)cc2)cc1
  -3.9	-2.0	6.5	0.2	7.6	-4.4	3.3	-3.5	3.6
CCOc1ccccc1OCC(=O)Nc1cccc(S(=O)(=O)N2CCCCCC2)c1
  -5.8	-4.3	0.9	3.9	-5.5	-0.6	-1.2	-0.5	0.5
O=C(c1ccco1)N1CCN(C(c2cccs2)c2sc3ncnn3c2O)CC1 (stereo not drawn)
  -2.3	3.7	-5.8	-2.7	7.4	0.1	6.5	-2.5	1.4
O=C(Cc1ccc(Cl)cc1Cl)OCC(=O)N1CCN(C(=O)c2ccco2)CC1
  1.3	6.9	-0.5	0.4	1.1	2.0	-1.2	-0.7	1.4
COc1cccc(CNC(=O)COc2cccc3c2OC(C)(C)C3)c1
  -1.1	0.7	1.8	1.0	2.3	-2.6	5.0	-1.1	-3.5
O=c1cc(-c2c(F)c(F)c(F)c(F)c2F)oc2c(F)c(F)c(F)c(F)c12
  -20.0	-58.6	2.8	-2.4	2.8	46.1*	-0.9	0.9	-1.8
COc1ccc(C(=O)c2no[n+]([O-])c2C(=O)c2ccc(OC)cc2)cc1
  -0.5	2.9	5.0	-0.9	2.7	-7.7	32.0	-8.5	9.7
COCCN(C(=O)c1csnn1)C(C(=O)NC(C)(C)C)c1cccc(OC)c1 (stereo not drawn)
  -2.1	-0.5	5.9	1.7	2.5	1.4	10.3	2.4	-5.3
COc1ccc(C(=O)N2CCCC(N3CCN(c4ccccc4OC)CC3)C2)c(OC)n1 (stereo not drawn)
  -4.0	-2.3	-1.5	2.4	-4.7	-1.2	4.8	0.2	-3.1
Cc1ccc(OCCn2ccnc2)c([N+](=O)[O-])c1
  0.7	3.3	6.7	-1.5	1.6	1.4	1.5	-2.4	5.2
COc1ccccc1N1CCN(CCNC(=O)Nc2cccc(C)c2C)CC1
  -7.1	0.1	6.2	-1.3	-0.1	1.2	9.2	0.9	7.8
CCn1cc(Br)c(C(=O)NN)n1
  4.0	-1.1	0.7	6.2	1.8	-1.3	1.1	-1.4	-3.9
CCCOc1ccc(C(=O)Nc2ccc(S(=O)(=O)N3C[C@@H]4C[C@@H](C3)c3cccc(=O)n3C4)cc2)cc1
  /	-10.0	-2.0	/	8.1	-2.8	/	/	5.7
Cc1nc(-c2ccc([N+](=O)[O-])cc2)c(-c2ccccc2)o1
  2.2	0.1	-3.0	0.6	6.4	-2.7	-4.1	-4.4	5.3
O/N=C1\CCC\C1=C/c1ccco1
  1.1	-3.2	15.5	2.6	4.1	-1.0	6.5	-4.5	8.5
COc1cc(NC(=O)c2ccccc2F)c(OC)cc1NC(=O)CN1CCOCC1
  2.1	9.1	-4.2	2.0	8.8	2.1	1.0	-0.2	1.4
CC(C)c1ccccc1-n1c(SCc2cc(=O)oc3ccc4ccccc4c23)nnc1-c1cccnc1
  -8.6	-2.6	17.0	-2.5	4.5	-11.9	-8.2	4.5	8.5
O=C(c1cc(COc2ccc(F)cc2F)on1)N1CCN(C(=O)c2ccco2)CC1
  -3.9	3.6	-0.2	2.5	5.2	1.4	1.6	1.9	4.4
Cc1cc(C)n2nc(SCC(=O)c3cc(C)n(-c4cc(C)on4)c3C)nc2n1
  -0.5	-5.2	-5.0	9.4	3.8	-4.4	7.2	0.8	-1.1
COc1ccc(-n2nc(C(=O)NCC(=O)NCC3CCCO3)c3ccccc3c2=O)c(OC)c1 (stereo not drawn)
  -8.8	2.3	0.5	1.4	1.1	-2.1	-3.6	-0.5	6.1
C=C(C)C1CC=C(C)/C(=N/NC(=O)c2ccoc2C)C1 (stereo not drawn)
  1.0	0.4	7.9	0.6	8.5	-3.3	2.1	0.8	5.9
CSc1ccc(NC(=O)NCCN2CCc3ccccc3C2)cc1
  2.5	16.2	8.3	0.9	-2.4	-3.4	17.2	-2.2	5.8
O=C1c2ccccc2C(=O)c2c1cccc2N1CCN(Cc2ccccc2)CC1
  4.3	3.7	7.9	-4.4	0.8	-6.7	2.8	-1.3	7.2
COc1ccc(-c2nnc(SCc3ccc(C(=O)O)cc3)o2)cc1OC
  -3.7	-1.0	-1.3	-2.1	1.1	5.0	-3.9	-0.9	2.0
Cc1ccc(OCc2cc(C(=O)N(C)Cc3cc(C4CC4)n[nH]3)no2)cc1C
  5.5	-1.6	-5.7	1.1	7.2	-3.5	4.9	0.6	-0.1
CCN(CC(=O)NC(C)C)C(=O)Cc1ccc(C)c(C)c1
  0.7	-3.0	-0.8	1.2	-0.6	6.7	-4.3	-0.2	0.1
CCOC(=O)C1CCN(S(=O)(=O)c2cc(Br)cc3c2N(C(C)=O)C(C)C3)CC1 (stereo not drawn)
  2.5	6.8	-5.4	2.7	8.5	-0.5	-1.1	1.3	-0.8
Cn1c(O)c(N=NC(=O)c2ccco2)c2ccccc21
  5.0	-3.0	2.4	0.7	6.3	-0.7	-9.5	3.6	0.9
Nc1nc(N2CCCCC2)c(C=O)c(N2CCCCC2)n1
  -4.6	0.6	1.1	1.5	6.0	-2.6	6.0	1.6	3.2
Cc1c([N+](=O)[O-])cc(C(=O)NCc2ccc(F)cc2)cc1[N+](=O)[O-]
  2.2	2.1	0.2	-2.5	-7.2	-3.9	-0.4	0.3	-1.6
O=c1[nH]c2cc(Br)cnc2nc1/C=C(\O)c1ccc(F)cc1
  -0.9	18.5	-15.0	18.9	-10.2	-2.0	8.2	-0.7	-0.8
O=C(/C=C/c1cccc([N+](=O)[O-])c1)N1CCOCC1
  -2.2	-4.5	3.4	-1.7	-0.4	-3.5	3.6	-2.8	2.0
COc1ccccc1C(=O)Oc1ccccc1C(=O)Nc1ccccc1
  0.6	4.8	-3.6	-1.5	-0.5	0.1	5.3	-6.6	3.4
O=C(CC1C(=O)NCCN1Cc1cccc(C(F)(F)F)c1)NCCCOc1cccnc1 (stereo not drawn)
  -1.1	2.4	17.8	-6.5	8.2	4.3	2.8	/	18.9
CCNCC(O)COCC(O)CNCC (stereo not drawn)
  -0.6	-2.7	4.8	-1.0	0.4	-0.1	-7.4	-2.5	5.0

(listing goes on)
Values in the order – Fam108B counter	PME-1 primary	MCL1-BIM inh	TPT1 inhibitor	GLD-1 RNA inh	PAD4 inh	GSTO1 counter	MEX-5 binding	Bcl-xL primary
COc1ccc(/C(C)=N/NC(=O)Cn2nc([N+](=O)[O-])cc2C)cc1
  0.6	-2.4	3.2	0.7	-6.3	-4.2	-7.9	/	7.5
COc1ccc(NC(=O)N(CCN2CCCC2)Cc2cc3cc(OC)c(OC)cc3[nH]c2=O)cc1
  0.1	1.6	6.8	-5.6	-16.4	1.9	1.2	2.1	7.1
CSc1nc(-c2ccccc2F)c(C#N)c(=O)n1C
  -0.2	1.6	8.3	-2.3	0.8	3.6	5.3	0.0	3.6
Cc1ccc(S(=O)(=O)N2CCN(C)CC2)c2nsnc12
  0.9	-8.4	3.9	0.6	3.3	-2.1	3.6	2.8	0.0

Bioassay records: PubChem BioAssay, several laboratories

This is a subset; the hit share may differ from the screen's.
